14-3-3g Raf: alters human 14-3-3 gamma binding to Raf peptide | P61981 | FP, 14-3-3gamma / TMR-pS259-Raf peptide binding | inhibition, % at 40 µM | actives 0.19% (n = 160,000) | AID 422; in the data active = inhibition above about 30%;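 note: 0% = protein plus tracer without compound and 100% = blank with tracer alone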
Target sequence (P61981 whole entry, looked up): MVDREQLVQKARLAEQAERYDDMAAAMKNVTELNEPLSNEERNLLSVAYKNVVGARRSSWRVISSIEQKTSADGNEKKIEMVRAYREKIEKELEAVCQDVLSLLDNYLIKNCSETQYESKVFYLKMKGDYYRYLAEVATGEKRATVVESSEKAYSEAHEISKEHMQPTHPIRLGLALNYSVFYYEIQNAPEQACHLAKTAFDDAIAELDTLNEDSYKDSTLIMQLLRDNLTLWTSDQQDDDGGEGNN
* hit, by the source's call; & = joins results of further samples.

SMILES	14-3-3g Raf
Cc1ccccc1C1C=C(c2ccc(F)cc2)Nc2nnnn21 (stereo unspecified)	5
O=C1CCCN1CCCNc1ncnc2c1[nH]c1ccccc12	-2
O=C(NCc1ccc2c(c1)OCO2)C1CCCN(S(=O)(=O)N2CCCCCC2)C1 (stereo unspecified)	-4
COc1ccc(NC(=O)CSc2nc(N)cc(=O)[nH]2)cc1	-3
Cc1cc(NC(=O)c2cccc(S(=O)(=O)Nc3cc(C)on3)c2)no1	-1
N#Cc1c(NCSCc2ccccc2)sc2c1CCCCC2	-8
Cc1cnc(NC(=O)CCCSc2nc3ccccc3s2)s1	-11
COc1ccc(C(=O)Nc2ccccc2C#N)cc1	0
O=C(NCCCN1CCN(c2ccccc2F)CC1)C1c2ccccc2C(=O)N2CCc3ccccc3C12 (stereo unspecified)	-6
O=C(Nc1cccnc1)C1CC1c1ccccc1 (stereo unspecified)	7
CCOC(=O)CSc1nc2ccccc2c(=O)[nH]1	-2&-5
Cc1ccc(S(=O)(=O)CCC(=O)Nc2ccc(C)c(Cl)c2)cc1	-35
Nc1ccc(C(=O)Nc2ccc(-c3nc4ccc(NC(=O)c5ccc(N)cc5)cc4s3)cc2)cc1	-21
COc1ccccc1NC(=O)C1=C(C)Nc2nc(CCCO)nn2C1c1cccs1 (stereo unspecified)	-4
Nc1ccc2c(c1)ncn2CCCn1cnc2cc(N)ccc21	4
O=C(O)CCSc1nc2ccccc2c(=O)[nH]1	4&-12
O=C(O)C1CC=CCC1C(=O)Nc1ccc2c(c1)oc1ccccc12 (stereo unspecified)	0
CCOC(=O)CNC(=O)c1sc2ncn(Cc3cccc(F)c3)c(=O)c2c1C	-5
COc1ccc(-c2cc(C(F)(F)F)n3nc(C(=O)N4CCCCCC4)c(Cl)c3n2)cc1OC	1
COC(=O)C1=CN(Cc2cccs2)C=C(C(=O)OC)C1c1cccs1	-10
CC1c2[nH]c3ccccc3c2CCN1C(=O)Nc1ccccc1 (stereo unspecified)	-10
Cc1c(C(=O)N2CCCc3ccccc32)sc2ncnc(N3CCc4ccccc4C3)c12	0
CC(=O)c1ccc(OCC(O)CNC(C)C)cc1 (stereo unspecified)	-2
CCOc1ccc(NC(=O)c2ccc(Cl)c([N+](=O)[O-])c2)cc1	-6
CC1CCC(C(C)C)C(OC(=O)c2ccncc2)C1 (stereo unspecified)	13

Further entries follow:
SMILES	14-3-3g Raf
Cc1cccc(C(=O)n2cnc3cc(C)c(C)cc32)c1	-2
O=C(CSc1nnc(COc2ccc(F)cc2)o1)N1c2ccccc2CCc2ccccc21	-6
Cc1cc(C(=O)N2CCN(Cc3ccccc3)CC2)ccc1[N+](=O)[O-]	1
CCCOC(=O)C1=C(C)NC2=C(C(=O)CC(C)(C)C2)C1c1ccc(OC)cc1OC (stereo unspecified)	6
COc1ccccc1N1C(=O)c2ccc(C(=O)NC(C)(C)C)cc2C1=O	-2
COCCN1C(=O)c2ccccc2C(C(=O)Nc2ccccc2OC)C1c1cn(C)c2ccccc12 (stereo unspecified)	1
COC(=O)c1ccc(-n2ncnc2-c2ccc(Br)cc2)cc1	-2
COc1ccccc1OCc1ccc(C(=O)NCCN(C)C)o1	-3
COc1ccc(NC(C)=O)cc1NC(=O)CN1CCN(c2ccccn2)CC1	-6
CC(=O)c1c(C)oc2ccc(N(C(=O)c3ccccc3)S(=O)(=O)c3c(C)cc(C)cc3C)cc12	-95
CCN(CC)S(=O)(=O)c1ccc2oc(C(=O)NCc3ccco3)c(C)c2c1	-7
CC(c1ccccc1)N1C(=O)c2ccccc2C1C(=O)NC1CCCCCC1 (stereo unspecified)	-6
Cc1ccc(C(=O)C2C(c3cccs3)C(C#N)(C#N)C3C=Cc4ccccc4N23)cc1 (stereo unspecified)	-174
COc1ccccc1C1C(N2C(=O)c3ccccc3C2=O)C(=O)N1c1ccc(C)cc1 (stereo unspecified)	-1
CC(C)OCCCNC(=O)c1cc(-c2ccncc2)nc2ccccc12	-3
COc1ccc(C(=O)Nc2c3c(nn2-c2cccc(C)c2C)CS(=O)C3)cc1OC (stereo unspecified)	-9
CC(C)c1ccc(NC2OC(=O)c3ccccc32)cc1 (stereo unspecified)	-6
CC(C)CCNC(=O)C(c1ccco1)N(Cc1cccs1)C(=O)Cn1nnc2ccccc21 (stereo unspecified)	-5
CCn1c(CNC(=O)C(C)(C)C)nc2ccccc21	2
Brc1ccc(-c2noc(COc3ccccc3)n2)cc1	-7
O=C(Nc1cccc([N+](=O)[O-])c1)c1ccc(Br)c(S(=O)(=O)N2CCOCC2)c1	-4
c1coc(-c2nc(-c3ccncc3)no2)c1	3&-7
CCOc1ccc(N2C(=O)C3C(c4cccc(Cl)c4)NN(C(=O)c4cccc(Br)c4)C3C2=O)cc1 (stereo unspecified)	-15
Brc1cccc(-c2nnc3sc(CN4CCCCC4)cn23)c1	-4&6
CCN(CC)S(=O)(=O)c1ccc(Cl)c(C(=O)Nc2ccc(Br)cc2)c1	-8

Next part.
SMILES	14-3-3g Raf
CCCCC(C(=O)NCCC(C)C)N(CCCN1CCOCC1)C(=O)c1snc(C(N)=O)c1N (stereo unspecified)	-9
COC(=O)CN(C(=O)c1cc2ccccc2oc1=O)c1ccc(Br)cc1	6
Cc1ccc(NC(=O)c2ccc(OC(=S)N(C)C)cc2)cc1	3
COc1ccccc1Nc1nc(-c2ccc(OC)c(OC)c2)cs1	3
O=C(O)c1ccc(N2C(=O)C3CC=C(Cl)CC3C2=O)cc1 (stereo unspecified)	4
Cc1ccccc1N1OC2C(=O)N(c3ccc(Cl)cc3)C(=O)C2C1c1ccc(N(C)C)cc1 (stereo unspecified)	-2
CN(CP(=O)(O)CCc1ccccc1)S(C)(=O)=O	-11&-6
CCc1nc2ccc(C(=O)NC3CC3)cc2nc1CC	-8
Cn1nc(C(F)(F)F)cc1C(=O)Nc1ccc(S(=O)(=O)N2CCCC2)cc1	3
NC(=O)c1ccccc1OCC(=O)NS(=O)(=O)c1ccccc1	-9
Cc1ccc(-n2cc(-c3ccc4c(c3)OCO4)[nH]c2=O)cc1Cl	2
CCC(=O)N1CCc2cc(S(=O)(=O)CCC(=O)N(CC)c3cccc(C(F)(F)F)c3)ccc21	-5
O=C(Nc1ccc(C(=O)N(Cc2ccccc2)Cc2ccccc2)cc1)C1COc2ccccc2O1 (stereo unspecified)	-8
CCC1Oc2ccc(C)cc2N(CC(=O)NCc2ccc(F)cc2)C1=O (stereo unspecified)	-4
CCCCSc1nnc2c(n1)OC(c1ccsc1)Nc1ccc(Br)cc1-2 (stereo unspecified)	-30
C(=N\n1cncn1)/c1ccc(N2CCOCC2)cc1	-4
O=C(O)C(Cc1c[nH]c2ccccc12)N1C(=O)C2CCCCC2C1=O (stereo unspecified)	-7
CCOC(=O)Nc1c(O)ccc2oc(C)c(-c3ccccc3)c12	2
Cc1ccc(-c2noc(C3CCN(C(=O)Nc4ccc(C#N)cc4)CC3)n2)o1	-1
O=C(Nc1ccc(Cl)cc1)C1C2C=CC3(O2)C1C(=O)N(CC1CCCO1)C3C(=O)NC1CCCCC1 (stereo unspecified)	-5
CCC(Sc1nc(C)cc(=O)[nH]1)C(=O)Nc1nc2c(s1)CCCC2 (stereo unspecified)	-6
CC1CCCC(NC(=O)C2N(CCN3CCOCC3)C(=O)C3C(C(=O)Nc4ccc(Cl)cc4)C4C=CC32O4)C1C (stereo unspecified)	-5
CC(=O)Nc1sc2c(c1C#N)CCCC2	1
CCOC(=O)c1ccc(NC(=O)CSc2ncnc3sc(C)c(C)c23)cc1	-2
O=C1C(=O)N(CCc2ccccc2)C(c2ccc3c(c2)OCO3)/C1=C(\O)c1ccccc1 (stereo unspecified)	-3

More results
SMILES	14-3-3g Raf
COc1ccc(N(C)C(=O)C2CCN(S(=O)(=O)c3cc(Br)cc4c3N(C(C)=O)CC4)CC2)cc1	-6
COc1ccc(Nc2ncnc3c2c(-c2ccccc2)cn3-c2ccc(Br)cc2)cc1OC	-1
C=CCn1c(C(C)NC(=O)COC)nc2ccccc21 (stereo unspecified)	-7
Fc1ccc(C(c2nnnn2Cc2ccco2)N2CCN(C3CCCCC3)CC2)cc1 (stereo unspecified)	0
CC(C)c1ccc(OCc2nc(-c3ccccn3)no2)cc1	-24
CC(C)c1ccc(OCCCCCN2CCCCC2)cc1	-7
COCCCN(C(=O)Nc1ccccc1)C(C)c1ccncc1 (stereo unspecified)	1
O=C(O)c1[nH]c2ccccc2c1NS(=O)(=O)Cc1ccccc1	-5
CC1CCCC(NC(=O)c2ccc(CNS(=O)(=O)c3ccccc3)cc2)C1C (stereo unspecified)	11
COc1ccc(C(=O)N2CCCC2(C#N)c2ccccc2)cc1[N+](=O)[O-] (stereo unspecified)	-5
O=C(CSc1nc2ncccc2[nH]1)Nc1ccc2c(c1)OCCO2	-3
CCOc1cc(N2C(=O)CC3CS(=O)(=O)CC32)c(OCC)cc1NC(=O)c1ccccc1 (stereo unspecified)	-2&-3
CC(C)Oc1ccc(CNC(=O)CCCl)cc1	2
CCOC(=O)C1CCC(CN(Cc2ccccc2C)S(=O)(=O)c2ccc(Br)cc2)CC1 (stereo unspecified)	1
COc1cc2c3c(c1)C(C)CC(C)(C)N3C(=O)C2=O (stereo unspecified)	11
COc1ccc(-c2nc3sccn3c2Nc2ccc3c(c2)OCCO3)cc1	-18
CCOC(=O)C1CCCN(c2nc3ccccc3nc2C(C#N)C(=O)OC(C)C)C1 (stereo unspecified)	1
O=C(O)CCC(NS(=O)(=O)c1cccc2nsnc12)C(=O)O (stereo unspecified)	-3
CCCCOc1ccc(C2C(=O)N(C3CCCCC3)CC(=O)N2Cc2ccc(F)cc2)cc1 (stereo unspecified)	-1
COc1cc(C2C3=C(CCCC3=O)N(C)C3=C2C(=O)CCC3)cc(Cl)c1O	-7
COc1ccc(Oc2cc([N+](=O)[O-])cc3c2C(=O)Nc2cc(Cl)ccc2O3)cc1	-88
CCOC(=O)c1cnc2c(C(F)(F)F)cccc2c1Nc1cccc(C(C)=O)c1	-63
Cc1ccc(-c2[nH]nc3c2C(c2ccccc2OC(=O)N2CCOCC2)C(C#N)=C(N)O3)cc1 (stereo unspecified)	1
CC(=O)c1ccc(NC(=O)CSc2nnc(Cc3cccn3C)n2-c2ccc(F)cc2)cc1	-3
O=C(O)CSc1nncc2ccccc12	-5

(listing goes on)
SMILES	14-3-3g Raf
C(=N\n1cnnc1)/c1ccccc1OCCOc1ccccc1	1
CC1CCN(C2CC(=O)N(c3ccc(C(=O)O)cc3)C2=O)CC1 (stereo unspecified)	-3
CCS(=O)(=O)N1CCC(C(=O)NCCN2CCCC2)CC1	-3
Cc1cccc2oc(-c3ccc(N=Cc4cccc(I)c4)cc3)nc12	-39
COc1ccccc1C1C(C(N)=O)=C(C)Nc2nc(SCc3ccccc3Cl)nn21 (stereo unspecified)	-1
Cc1ccc(-c2nnc(SCc3ccc(F)cc3)o2)cc1	-7
COc1ccc(OC)c(C2NN(C(=O)c3cccc(Br)c3)C3C(=O)N(c4cccc(C)c4)C(=O)C23)c1 (stereo unspecified)	-10
COc1ccc2nc3sc(C(=O)NCC4CCN(Cc5cccc(C)c5)CC4)cc3cc2c1	-44
S=C1NC(c2ccccc2)=CC(c2ccc(Cl)cc2)N1 (stereo unspecified)	-3
O=C(CSc1nc2c([nH]c3ccccc32)c(=O)n1-c1cccc(Cl)c1)Nc1nccs1	-20
CC(C)CC(=O)N1c2ccccc2NC2=C(C(=O)CC(C)(C)C2)C1c1cccc([N+](=O)[O-])c1 (stereo unspecified)	5
Cc1ccc(NS(=O)(=O)c2ccc3c(c2)C2C=CCC2C(c2ccccc2Cl)N3)cc1C (stereo unspecified)	-18
CCOC(=O)c1ccc2c(c1)N(Cc1ccccc1)C(=O)CS2	-1
CCSc1oc(-c2cccs2)nc1S(=O)(=O)c1ccc(Br)cc1	-46
O=C(CSc1nnc(-c2ccc(Cl)cc2)o1)N1CCc2ccccc21	4
CN1CCN(c2ccc(NC(=O)c3cccc(OCc4ccccc4)c3)cc2)CC1	4
CC(C)CCNC(=O)CN(Cc1ccc2c(c1)OCO2)C(=O)Cn1nnc(-c2cccs2)n1	2
c1ccc2c(c1)CCN(c1nc3cc4c(cc3s1)OCO4)C2	1
Cc1ccc(S(=O)(=O)N(CC(=O)NCc2ccco2)Cc2ccccc2)cc1	-7
COc1ccc(-c2nc3cc(NC(=O)COc4ccc(I)cc4)ccc3o2)cc1	-34
Cc1cccc(NC(=O)c2c(NC(=O)C(C)C)sc3c2CCC3)c1	-2
CN(Cc1ccccc1)C(=O)c1ccccc1Br	-7
COc1ccc(-c2ccc3c(N)c(C(=O)Nc4ccc(C)cc4Br)sc3n2)cc1OC	-3
O=C(Nc1ccc(-c2nc3ccccc3[nH]2)cc1)c1ccc(F)cc1	-15
O=C(c1ccccc1)N1CCN(c2nc3ccc([N+](=O)[O-])cc3s2)CC1	-8

Some of the entries so far, in CSV form.
structure,14-3-3g Raf
S=C1NC(c2ccccc2)=CC(c2ccc(Cl)cc2)N1 (stereo unspecified),-3
O=C(CSc1nc2c([nH]c3ccccc32)c(=O)n1-c1cccc(Cl)c1)Nc1nccs1,-20
CC(C)CC(=O)N1c2ccccc2NC2=C(C(=O)CC(C)(C)C2)C1c1cccc([N+](=O)[O-])c1 (stereo unspecified),5
Cc1ccc(NS(=O)(=O)c2ccc3c(c2)C2C=CCC2C(c2ccccc2Cl)N3)cc1C (stereo unspecified),-18
CCOC(=O)c1ccc2c(c1)N(Cc1ccccc1)C(=O)CS2,-1
CCSc1oc(-c2cccs2)nc1S(=O)(=O)c1ccc(Br)cc1,-46
O=C(CSc1nnc(-c2ccc(Cl)cc2)o1)N1CCc2ccccc21,4
CN1CCN(c2ccc(NC(=O)c3cccc(OCc4ccccc4)c3)cc2)CC1,4
CC(C)CCNC(=O)CN(Cc1ccc2c(c1)OCO2)C(=O)Cn1nnc(-c2cccs2)n1,2
c1ccc2c(c1)CCN(c1nc3cc4c(cc3s1)OCO4)C2,1
Cc1ccc(S(=O)(=O)N(CC(=O)NCc2ccco2)Cc2ccccc2)cc1,-7
COc1ccc(-c2nc3cc(NC(=O)COc4ccc(I)cc4)ccc3o2)cc1,-34
Cc1cccc(NC(=O)c2c(NC(=O)C(C)C)sc3c2CCC3)c1,-2
CN(Cc1ccccc1)C(=O)c1ccccc1Br,-7
COc1ccc(-c2ccc3c(N)c(C(=O)Nc4ccc(C)cc4Br)sc3n2)cc1OC,-3
O=C(Nc1ccc(-c2nc3ccccc3[nH]2)cc1)c1ccc(F)cc1,-15
O=C(c1ccccc1)N1CCN(c2nc3ccc([N+](=O)[O-])cc3s2)CC1,-8

Bioassay records (PubChem BioAssay)

The list is partial; the hit share may differ from the screen's.
